S1P4 antag: blocks the human S1P4 receptor. AID 1510. O95977. 0.26% of 220,000 active. S1P4-expressing cells, antagonist mode, reporter read-out. inhibition, % at 4.98 µM; in the data active = inhibition above about 29%;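 note: 0% = wells stimulated with agonist and 100% = vehicle wells without agonist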
Target sequence (O95977 whole entry, looked up): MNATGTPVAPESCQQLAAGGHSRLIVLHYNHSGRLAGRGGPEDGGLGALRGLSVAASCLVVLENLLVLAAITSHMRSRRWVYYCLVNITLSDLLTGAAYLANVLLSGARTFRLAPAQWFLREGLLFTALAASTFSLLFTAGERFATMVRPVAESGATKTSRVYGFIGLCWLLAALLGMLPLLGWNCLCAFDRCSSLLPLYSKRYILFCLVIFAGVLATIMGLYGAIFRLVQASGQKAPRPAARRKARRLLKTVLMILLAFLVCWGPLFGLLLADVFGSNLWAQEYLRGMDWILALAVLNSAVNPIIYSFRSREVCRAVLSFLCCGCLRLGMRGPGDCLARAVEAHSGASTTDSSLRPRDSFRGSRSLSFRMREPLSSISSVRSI
zfTRPN1 agonist: zebrafish TRPN1 (NompC) channel agonism. 0.18% of 220,000 active. HEK293 zebrafish TRPN1-YFP, Fluo-8 calcium fluorescence; 100% = response to 87 µM carbachol. activation, % at 3 µM. AID 1424;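 active = activation above its plate's cutoff, the mean activation of test wells on that plate plus 3 SD, cut at about 19% in these data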;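 note: 0% = DMSO alone and 100% = 87 µM carbachol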
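Material – zebrafish TRPN1-YFP in HEK293 cells · Doses – 3 µM single point · Schedule – dye 1 h 37 °C plus 30 min RT · Signal – Fluo-8 calcium fluorescence, excitation 470-495 nm, emission 515-575 nm · Read-out – % activation versus carbachol response · Control set – carbachol high, DMSO low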
CHOP inh: blocks CHOP induction under ER stress; CHO-K1 CHOP-promoter luciferase, tunicamycin-induced, 15-18 h; inhibition, % at 10 µM; 3.8% of 220,000 active;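 active = compounds that reduced the stress-induced luciferase reporter signal by more than about 70% of percent inhibition, limit read from the data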;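 note: 0% = tunicamycin plus vehicle and 100% = wells without tunicamycin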
NPY-Y1 PAM-ag: potentiators or agonists of human neuropeptide Y receptor Y1 | P25929 | NPY-Y1 expressing cells, potentiator/agonist activation | activation, % at 3.6 µM | 0.37% of 220,000 active | AID 1304; in the data active = activation above about 33%, passing the limit was not always enough;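 note: cells stimulated with NPY at EC10 then isoproterenol at EC100; 0% = low agonist plus stimulus and 100% = saturating agonist plus stimulus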
TRPML3 agonist: activates the human TRPML3 channel; Q8TDD5; HEK293 TRPML3-YFP, Fluo-8 calcium fluorescence; 100% = the carbachol control signal; activation, % at 3 µM; 0.29% of 220,000 active;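 active = activation above its plate's cutoff, the mean activation of the plate's test wells plus 3 SD, cut at about 12% in these data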;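 note: 0% = DMSO only wells and 100% = carbachol wells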
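Material: TRPML3-YFP stable HEK293 cells | Dosing: One concentration, 3 µM nominal, 0.3% DMSO | Timing: 125 s total fluorescence read per well | Technique: Fluo-8 calcium dye fluorescence, ex 470-495, em 515-575 nm | Measure: Percent activation from peak-to-basal fluorescence ratio, scaled between DMSO and carbachol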
S1P4 agonist: activates the human S1P4 receptor; O95977; 0.35% of 220,000 active; activation, % at 4.98 µM; S1P4-expressing cell line, agonist reporter assay; in the data active = activation above about 11%;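 note: 0% = DMSO vehicle and 100% = reference agonist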
NPY2 pot ag: human NPY-Y2 potentiation or agonism, primary screen; activation, % at 3.6 µM; cells expressing NPY-Y2, potentiator/agonist read-out; AID 1359; P49146; 0.45% of 220,000 active; in the data active = activation above about 27%;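 note: cells stimulated with NPY near EC25 plus isoproterenol at EC100; 0% = vehicle plus submaximal agonist and 100% = vehicle plus saturating agonist; some results beyond the cut were filed as inactive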
Target sequence (P49146 whole entry, looked up): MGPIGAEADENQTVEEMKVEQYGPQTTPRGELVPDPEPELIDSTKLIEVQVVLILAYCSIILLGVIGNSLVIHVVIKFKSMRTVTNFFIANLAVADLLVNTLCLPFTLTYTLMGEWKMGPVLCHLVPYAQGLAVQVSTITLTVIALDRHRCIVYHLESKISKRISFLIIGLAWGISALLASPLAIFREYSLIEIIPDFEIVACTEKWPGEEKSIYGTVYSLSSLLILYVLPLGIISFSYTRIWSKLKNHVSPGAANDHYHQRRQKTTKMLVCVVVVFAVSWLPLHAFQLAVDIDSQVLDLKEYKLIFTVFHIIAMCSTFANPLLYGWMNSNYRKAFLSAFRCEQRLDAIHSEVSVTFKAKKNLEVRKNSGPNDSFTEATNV
NPY Y1 blocker: NPY-Y1 (human) receptor antagonism; P25929; HEK293-CNG Y1 cells, membrane potential fluorescence; NPY at EC95, then isoproterenol; inhibition, % at 3.6 µM; 1% of 200,000 active;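 active = inhibition above the campaign mean inhibition of all tested compounds plus 3 SD, cut at about 20% in these data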;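 note: 0% = DMSO wells given NPY plus isoproterenol and 100% = isoproterenol alone without NPY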
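Assay system: HEK293 Y1/CNG channel cell line; Doses: single compound dose of 3.6 µM, 0.4% DMSO; Timing: dye 3 h, compound 60 min room temperature, stimulation 45 min; Technique: Membrane-potential fluorescent dye readout; Measure: % inhibition of NPY effect.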
EP2 mod: modulates human prostaglandin E2 receptor EP2 signaling; P43116; EP2-expressing cells, cAMP HTRF FRET, PGE2 co-stimulation; induction, % at 25 µM; 0.83% of 260,000 active;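 active = compounds whose cAMP rise, as percent of the full-agonist control response, exceeds 60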;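 note: rat C6 glioma line stably carrying human EP2 under a CMV promoter; the protocol text gives 20 µM as final concentration; 100% = response of wells given 1 µM PGE2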
* marks the source's active call; other numbers are inactive results; nt = no result given. An unsorted share of the library; 6.5% or so of the library scored in one or more.

Values run as follows: NPY-Y1 PAM-ag	S1P4 antag	zfTRPN1 agonist	NPY2 pot ag	CHOP inh	TRPML3 agonist	EP2 mod	S1P4 agonist	NPY Y1 blocker
CC(=O)n1nc2nc(C)cc(C)c2c1N
→ 6	-28	0.7	7	20	0.2	-5	0.1	5
COCCn1c(SCC(=O)Nc2nnc(C)s2)nnc1-c1c[nH]c2ccccc12
→ -1	-5	0.4	-10	-19	-0.2	13	0.0	0
Brc1ccc(C2NCCS2)cc1 (stereo not drawn)
→ 0	-4	1.1	1	-6	-0.4	36	0.7	-2
Cc1ccc(-c2csc3nc[nH]c(=O)c23)cc1
→ 11	1	-0.9	-3	12	-0.5	-2	0.3	0
CCCCOc1ccc(C(=O)N2CCCCCC2)cc1
→ 3	3	-1.5	0	37	0.8	5	1.0	5
COc1ccc(C(=O)N2CCc3cc(OC)c(OC)cc3C2c2cccc([N+](=O)[O-])c2)cc1OC (stereo not drawn)
→ 5	10	1.3	-7	7	0.1	16	1.6	0
COc1ccc(-c2csc(NC(=S)NC(=O)/C=C/c3ccco3)n2)cc1OC
→ 12	-13	0.8	-8	95*	1.4	1	1.4	-2
CC1(C)CC(=O)C2=C(C1)NCN(Cc1ccccc1)C2
→ -21	-13	-0.4	8	5	0.9	12	0.4	1
Cc1nc2ccccc2nc(=O)c1NNc1ccccc1
→ -7	-11	1.1	2	24	-0.1	-29	-1.4	0
OCCCNC(=S)Nc1ccc(Oc2ccccc2)cc1
→ 13	-16	-0.3	4	8	0.7	-9	-0.3	-2
CC(=O)c1c(C)[nH]c(C(=O)NCCCN2CCCC2)c1C
→ 18	5	0.5	23	37	0.3	16	2.1	0
O=C(O)Cn1cc(/C=C/[N+](=O)[O-])c2ccccc21
→ 21	26	1.3	1	-16	2.9	-8	1.0	1
Cc1[nH]c2ccccc2c1/C=C(\C#N)C(=O)NCC1CCCO1 (stereo not drawn)
→ 19	-6	1.2	7	6	0.8	-58	3.9	-3
CCCCNC(=O)CC1N=C2c3ccccc3N=C(SCC(=O)Nc3ccc(OC)cc3)N2C1=O (stereo not drawn)
→ 19	10	0.7	13	3	0.1	5	1.7	-8
Cc1nn(S(=O)(=O)c2cccs2)c(C)c1Sc1ccc([N+](=O)[O-])cc1
→ -5	2	2.5	7	36	1.0	25	-0.9	10
O=C1CN(C(=O)c2ccc(Br)o2)C(c2ccccc2)c2cc(Br)ccc2N1 (stereo not drawn)
→ 15	-4	-0.9	-4	67	-0.5	10	-1.7	-1
O=C(Oc1cc(-c2ccccc2)no1)c1cccc(C(F)(F)F)c1
→ 7	-19	-1.3	9	11	0.6	9	-0.4	5
CCOC(=O)c1cc2c(nc1NC(=S)Nc1ccccc1)CC(C)(CC)OC2 (stereo not drawn)
→ -2	-3	0.5	-4	1	0.6	18	-0.9	2
COc1ccc(NS(=O)(=O)c2ccc(N3CCCC3)c(NC(=S)Nc3cccc(C)c3C)c2)cc1
→ -6	-25	-0.7	16	26	0.6	2	0.9	6
Fc1ccccc1CCNc1nnnn1-c1ccccc1
→ 1	-7	1.3	0	8	0.5	10	-0.5	2
COc1ccc(-c2coc3cc4oc(=O)c5ccccc5c4cc23)cc1F
→ -2	-9	-0.2	-2	5	0.1	3	6.6	-4
CSc1nsc(SCC(=O)Nc2nc3ccc(C)cc3s2)n1
→ -4	-10	-1.1	-16	9	0.3	11	-0.8	10
Clc1ccc2[nH]c3c(N4CCC5(CC4)OCCO5)ncnc3c2c1
→ -19	-7	5.7	-14	44	4.8	-60	2.9	7
CCOC(=O)COc1cccc2c(=O)n(CC(=O)NCc3ccccc3)ccc12
→ 0	27	1.1	-31	6	0.2	-11	1.2	nt
Cc1nc(NC(=O)CCCC(=O)Nc2nc(C)c(C)s2)sc1C
→ -20	3	0.2	13	-2	0.4	1	1.6	6
O=C(CCl)Nc1ccccc1C(=O)c1ccccc1
→ 8	-4	-0.5	1	-1	-0.5	10	1.2	-1
COc1ccc2c(c1)nc(SCC(=O)c1cccs1)n2C
→ -22	-2	-1.4	-21	29	-1.1	-18	-2.8	2
COc1cc2c(cc1OC)CN(C(=O)CSc1nc3[nH]ncc3c(=O)n1-c1ccccc1)CC2
→ -3	-9	1.7	-2	20	0.3	0	1.3	-2
COc1cccc(C(=O)NCC(=O)N/N=C/c2cccs2)c1
→ -13	-4	-0.9	1	-6	0.2	1	-2.9	-1
C1CCc2nc3c(nc2C1)CCCC3
→ -4	-3	0.8	1	13	1.5	8	2.8	nt
COC(=O)c1nn2c(C(F)(F)F)cc(-c3ccc(Br)o3)nc2c1Br
→ 2	-12	-1.0	21	nt	0.5	nt	0.5	-3
Cc1cccc(NC(=S)NCc2ccc3[nH]c4c(c3c2)CCCC4)c1
→ 8	8	-0.3	17	42	0.9	-13	0.9	5
CC(C)(C)C(=O)Cn1c[n+](N)cn1
→ 4	4	0.6	6	43	0.2	30	-0.3	5
CN1CCN(c2ncc3c(n2)CC(c2ccccc2F)CC3=O)CC1 (stereo not drawn)
→ -24	3	0.5	-11	15	0.4	-36	0.5	nt
CCCN(CCC)S(=O)(=O)c1ccc(C(=O)Nc2nnc(COC)o2)cc1
→ 4	2	0.3	12	21	-0.5	-9	-1.4	2
N#CC1=C(N)C(C#N)(C#N)C(c2cccnc2)C2CC(c3ccccc3)CC=C12 (stereo not drawn)
→ 25	7	1.5	0	96*	1.3	22	0.7	7
N#CCSc1nnc(COc2cccc3ccccc23)n1-c1ccccc1
→ 31	-16	1.6	8	41	-0.8	2	1.7	2
Cc1ccc(-n2nc(C)c3c(C)c(CCC(=O)NC(C)c4ccccc4)c(C)nc32)cc1 (stereo not drawn)
→ -18	-2	1.4	-7	68	0.1	8	0.1	-5
Cc1ccc(-c2nn3c(C)nnc3c3ccccc23)cc1S(=O)(=O)NCCO
→ 8	7	0.8	-11	-32	0.5	5	-0.7	-7
COc1cc(-c2nnc(SCC(=O)c3cc(C)n(CC4CCCO4)c3C)o2)cc(OC)c1OC (stereo not drawn)
→ -33	-7	3.1	0	25	3.2	-10	0.5	11
O=S(=O)(c1cc(Br)c(Cl)s1)N1CCCC1
→ 3	11	-2.9	9	19	0.1	-11	1.4	nt
COc1ccc2cc(CCNC(=O)c3cccs3)c(=O)[nH]c2c1
→ -1	7	0.1	-10	25	0.3	-23	-0.2	2
Oc1ccc(-c2csc(Nc3cccnc3)n2)cc1
→ 1	2	0.1	-2	5	-0.7	-40	0.9	-10
CCCN1Cc2cccc(C(=O)NCCCOC(C)C)c2C1=O
→ -6	-3	0.8	8	7	-0.2	10	0.3	-1
CCN(CC)S(=O)(=O)c1ccc(NC(=O)c2ccc(NS(C)(=O)=O)cc2)cc1
→ -16	6	1.0	-3	9	0.7	-7	-0.8	0
Cn1nnnc1SCC(=O)NCc1cc([N+](=O)[O-])ccc1O
→ -4	-12	1.4	-2	11	-2.2	11	-0.2	-4
O=C(C1CCN(C2CC(=O)N(c3ccc(Cl)cc3)C2=O)CC1)N1CCOCC1 (stereo not drawn)
→ 17	-1	1.4	-2	8	1.5	7	-0.1	-5
CSc1cccc(NC(=S)N(CCCN2CCCC(C)C2)Cc2cccs2)c1 (stereo not drawn)
→ 0	21	0.2	0	13	1.3	-13	-1.5	9
O=C(Nc1ccccn1)Nc1cccs1
→ 5	9	-0.4	8	27	-0.2	-10	-1.2	-6
COc1cccc(C(=O)N/N=C(/c2ccccc2)c2ccccn2)c1
→ 8	18	1.7	-7	65	0.2	20	-0.4	4
COc1ccc(C(=O)O)cc1S(=O)(=O)Nc1cccc(C(F)(F)F)c1
→ 5	-8	2.8	-5	22	0.8	25	-0.4	6
COCCN1Cc2cccc(C(=O)N3CCN(c4cc(C)ccc4C)CC3)c2C1=O
→ 9	9	-0.5	7	42	-1.5	-10	0.6	6
COC(=O)CNC(=O)CN1C(=O)N(c2ccc(Cl)cc2)C(N(O)C(=O)Nc2ccc(Cl)cc2)C1(C)C (stereo not drawn)
→ 33	-13	-0.3	6	23	0.4	-18	1.4	-3
C=CCNc1nc(Cl)ncc1F
→ 0	-14	0.4	6	-3	0.3	10	-0.8	-3
COc1ccc(N2CCN(S(=O)(=O)c3ccc(Cl)s3)CC2)cc1
→ 8	-10	-0.2	3	24	0.6	-25	1.8	1
CCOc1ccccc1Cn1c(=O)sc2ccccc21
→ 3	0	-3.1	-3	44	-0.7	83*	1.5	5
Cn1nc(C(=O)Nc2ccc3c(c2)OCCO3)cc1C(=O)O
→ 17	-13	1.8	7	25	-1.4	32	1.1	-1
COc1cccc(C(=O)Nc2nnc(-c3cccs3)s2)c1
→ -25	-1	1.7	-17	39	0.7	-4	1.9	0
COCCNC(=O)c1ccc(CS(=O)(=O)c2ccc(C)cc2)o1
→ 5	-8	0.1	-4	-12	0.7	9	0.5	6
Cc1ccc(CSc2nnc(SCC(=O)N/N=C/c3ccccc3OCC(=O)O)s2)cc1
→ 6	7	0.8	-1	55	0.6	-48	-0.1	nt

A different layout for nine compounds above:
Molecule,NPY-Y1 PAM-ag,S1P4 antag,zfTRPN1 agonist,NPY2 pot ag,CHOP inh,TRPML3 agonist,EP2 mod,S1P4 agonist,NPY Y1 blocker
CN1CCN(c2ncc3c(n2)CC(c2ccccc2F)CC3=O)CC1 (stereo not drawn),-24,3,0.5,-11,15,0.4,-36,0.5,nt
CCCN(CCC)S(=O)(=O)c1ccc(C(=O)Nc2nnc(COC)o2)cc1,4,2,0.3,12,21,-0.5,-9,-1.4,2
N#CC1=C(N)C(C#N)(C#N)C(c2cccnc2)C2CC(c3ccccc3)CC=C12 (stereo not drawn),25,7,1.5,0,96*,1.3,22,0.7,7
N#CCSc1nnc(COc2cccc3ccccc23)n1-c1ccccc1,31,-16,1.6,8,41,-0.8,2,1.7,2
Cc1ccc(-n2nc(C)c3c(C)c(CCC(=O)NC(C)c4ccccc4)c(C)nc32)cc1 (stereo not drawn),-18,-2,1.4,-7,68,0.1,8,0.1,-5
Cc1ccc(-c2nn3c(C)nnc3c3ccccc23)cc1S(=O)(=O)NCCO,8,7,0.8,-11,-32,0.5,5,-0.7,-7
COc1cc(-c2nnc(SCC(=O)c3cc(C)n(CC4CCCO4)c3C)o2)cc(OC)c1OC (stereo not drawn),-33,-7,3.1,0,25,3.2,-10,0.5,11
O=S(=O)(c1cc(Br)c(Cl)s1)N1CCCC1,3,11,-2.9,9,19,0.1,-11,1.4,nt
COc1ccc2cc(CCNC(=O)c3cccs3)c(=O)[nH]c2c1,-1,7,0.1,-10,25,0.3,-23,-0.2,2
